Screens (PubChem)
D3 antag: blocks the human D3 dopamine receptor | P35462 | 360,000 compounds, 2.5% hits | max response, negative = inhibition, % | D3R cells, DiscoveRx beta-arrestin luminescence, antagonist mode; stronger effect = lower value; in the data active = max response below about -50%; inconclusive = no clear call, values can overlap the other calls; also: % is scaled to controls: 0 for no effect and ±100 for the full control effect; mostly tested at two doses, the higher about 12 µM
Target sequence (P35462 whole entry, looked up): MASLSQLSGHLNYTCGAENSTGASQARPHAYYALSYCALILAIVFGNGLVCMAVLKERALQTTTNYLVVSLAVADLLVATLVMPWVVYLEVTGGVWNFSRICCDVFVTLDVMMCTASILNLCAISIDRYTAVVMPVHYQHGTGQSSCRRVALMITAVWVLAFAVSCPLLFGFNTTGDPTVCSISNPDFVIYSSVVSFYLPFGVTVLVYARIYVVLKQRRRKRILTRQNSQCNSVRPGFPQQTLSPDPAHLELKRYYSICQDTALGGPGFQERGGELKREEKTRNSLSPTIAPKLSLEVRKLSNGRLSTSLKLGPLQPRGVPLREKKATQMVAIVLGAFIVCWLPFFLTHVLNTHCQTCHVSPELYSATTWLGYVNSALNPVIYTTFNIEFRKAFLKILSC
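Cells expressing the human receptor were seeded at 1500 cells/well, incubated overnight at 37 degrees C in 5% CO2, then exposed to library compounds with dopamine controls for 90 minutes at 37 degrees C before luminescent detection.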
GLP1R inv ag: acts as inverse agonist at human GLP-1 receptor; HEK293 GLP-1R CRE-luciferase, luminescence, 24 h; GLP-1R form is constitutively active; 410,000 compounds, 1.6% hits; P43220; AID 624417; Potency, µM (series often up to 38.3 µM), inactives show at the top dose activity change, negative = inhibition, most hits filed as inhibitors; also: potency is read from the fitted curve at half-maximal effect; % is scaled to controls: 0 for no effect and ±100 for the full control effect; nearly all actives have a fitted effect of over 55% in size
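Constitutively active GLP-1R drives a cAMP-responsive luciferase in stably transfected HEK293 cells; test compounds are added after overnight (12 h) attachment and left 24 hr, and signal loss in luminescence marks inhibition.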
KB-V1 cytotox: kills drug-selected multidrug resistant KB-V1 cells. KB-V1 MDR cells viability, CellTiter-Glo, 72 h. Potency, µM (top dose mostly 46.1 µM), inactives show at the highest dose activity change, negative = cytotoxicity, actives largely listed as cytotoxic. 400,000 compounds, 3.4% hits; also: potency is read from the fitted curve at half-maximal effect; % is scaled to controls: 0 for no effect and ±100 for the full control effect; nearly all actives have a fitted effect of over 60% in size
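KB-V1 cells (P-gp-expressing MDR subline of KB-3-1) in phenol-red-free DMEM with 10% FBS were exposed to library compounds over a concentration series for 72 h at 37 degrees C. Viability read by CellTiter-Glo luminescence; concentration-effect curves fitted after normalization.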
aSyn yeast inh: inhibitors of alpha-synuclein toxicity in yeast; AID 652106; Yeast expressing alpha-synuclein, growth rescue, BacTiter-Glo, 24 h; 370,000 compounds, 0.14% hits; Potency, µM (top dose mostly 46.1 µM), for the others: at the top dose growth rescue (activation), usual class: activators; also: potency is read from the fitted curve at half-maximal effect; % of control where 0% means no effect; nearly all actives have a fitted effect of over 65% in size
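Screening used galactose-induced yeast with toxic alpha-synuclein levels, exposed to compound for 24 hr at 30 deg C. Cell growth, read with BacTiter-Glo luminescence, gave the measured signal.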
DRD3 agonist: activates the human D3 dopamine receptor; D3R DiscoveRx beta-arrestin cells, luminescence, 90 min; P35462; 410,000 compounds, 0.58% hits; max activation, %; in the data active = max activation above about 30%; also: 0% is about no effect; mostly tested at two doses, the higher about 12 µM
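Agonist-mode cell screen: cells plated at 1500/well and incubated overnight at 37 °C, then exposed to library compounds for 90 min at 37 °C. Detection reagent was added for 30–60 min at room temperature, and luminescence was read.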
GLP1R cytotox: cytotoxic in the GLP-1 receptor inverse agonist counter-screen. HEK293 cAMP-luciferase reporter cells, luminescence, 24 h. Potency, µM (top dose mostly 38.3 µM), for the others: at the highest dose activity change, negative = inhibition, hits mostly inhibitors. 410,000 compounds, 0.13% hits. AID 624418;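 also: loss of luciferase light is scored as toxicity; potency is read from the fitted curve at half-maximal effect; % is scaled to controls: 0 for no effect and ±100 for the full control effect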
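Step one: seed cells (200 cells/uL, DMEM with 10% Nu serum, 1% pen-strep). Step two: 12-hour incubation at 37 deg C. Step three: pin 23 nL compound, incubate 24 hr. Step four: add luciferase reagent, read luminescence 12 min later.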
PTHR1 agonist: PTHR1 (human) receptor agonism. AID 743266. Potency, µM (top dose mostly 115 µM), inactives show at the top dose activation, hits mostly activators. Q03431. HEK293 GP2 PTHR1 cells, GloSensor cAMP luminescence, 1 h. 410,000 compounds, 0.075% hits; also: potency is read from the fitted curve at half-maximal effect; nearly all actives have a fitted effect of over 55% in size; some results filed as inactive show a strong effect at the top dose; inactives centre near -15; many of its hits are not listed in these tables
Target sequence (Q03431 whole entry, looked up): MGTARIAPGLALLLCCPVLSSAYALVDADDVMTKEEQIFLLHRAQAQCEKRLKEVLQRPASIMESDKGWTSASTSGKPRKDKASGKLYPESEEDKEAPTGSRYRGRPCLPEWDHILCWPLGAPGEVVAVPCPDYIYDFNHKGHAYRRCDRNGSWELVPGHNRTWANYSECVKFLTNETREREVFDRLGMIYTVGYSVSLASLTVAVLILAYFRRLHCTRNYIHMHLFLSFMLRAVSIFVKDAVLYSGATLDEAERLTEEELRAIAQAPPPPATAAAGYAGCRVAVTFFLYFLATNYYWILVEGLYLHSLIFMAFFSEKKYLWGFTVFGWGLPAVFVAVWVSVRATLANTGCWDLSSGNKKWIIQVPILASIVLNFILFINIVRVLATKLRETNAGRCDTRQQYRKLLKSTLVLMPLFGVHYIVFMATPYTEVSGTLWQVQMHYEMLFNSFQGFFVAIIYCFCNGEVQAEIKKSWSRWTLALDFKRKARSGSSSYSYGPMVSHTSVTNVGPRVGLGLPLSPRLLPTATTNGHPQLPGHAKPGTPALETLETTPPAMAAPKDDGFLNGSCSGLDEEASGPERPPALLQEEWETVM
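HEK-293-derived GP2 cells expressing PTHR1 and a GloSensor cAMP reporter, 3,000/well, plated overnight, given luciferin plus IBMX (each 0.5 mM as added) for 1 h at 37 °C, then compound for 1 h at 37 °C. Luminescence was read after 15 min at room temperature.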
TDP43 rescue: rescues yeast growth from TDP-43 toxicity; TDP-43 expressing yeast growth rescue, BacTiter-Glo, 24 h; Potency, µM (series often up to 46.1 µM), for inactives: at the top dose growth rescue (activation), hits mostly activators; 410,000 compounds, 1.8% hits; AID 652104; also: potency is read from the fitted curve at half-maximal effect; % of control where 0% means no effect; nearly all actives have a fitted effect of over 50% in size
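Growth rescue of TDP-43-toxic yeast measured as ATP luminescence (BacTiter-Glo). Cells grown to mid-log in raffinose, induced in galactose at OD600=0.02, exposed to compound 24 hr at 30 deg C.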
GLP-1R agonist: GLP-1 receptor (human) agonism; P43220; HEK293 GLP-1R CRE-luciferase, luminescence, 4-6 h; cells express a hypersensitive GLP-1R form; Potency, µM (top dose mostly 45.6 µM), without a hit: top-dose activation, most hits filed as activators; 380,000 compounds, 0.007% hits; also: potency is read from the fitted curve at half-maximal effect; % of control where 0% means no effect
* = called active by the depositor; i = inactive; ? = inconclusive; / = not tested or not shown; & = joins results of further samples; [ ] = another dose, or the depositor's remark. Unless noted, calls follow the shape of the dose curve; as a rule, active = well fitted curve in the direction sought with a large enough effect; inconclusive = small, poorly fitted or top-dose-only effect, or another doubt; inactive = no such curve, though single readings can be large; an effect the other way counts as inactive or inconclusive.

cpd | SMILES | D3 antag | GLP1R inv ag | KB-V1 cytotox | aSyn yeast inh | DRD3 agonist | GLP1R cytotox | PTHR1 agonist | TDP43 rescue | GLP-1R agonist
1 | CNC(=O)COc1coc(CN2CCN(Cc3ccccc3)CC2)cc1=O | 6 | -2% | 0% | 2% | 0 | -6% | i | 1% | 2%
2 | Cn1ncc(Cl)c1C(=O)NCc1ccco1 | 6 | 9% | 11% | 1% | 3 | -8% | i | -6%[0.397 µM] | 9%
3 | N#CCCN(C(=O)COc1ccc(Cl)cc1Cl)c1ccccc1 | 0 | -6% | 3% | 1% | -17 | -15% | -4% | -19% | 1%
4 | Cc1cc(C)cc(OCC(=O)N(Cc2ccc(Cl)cc2)C2CCS(=O)(=O)C2)c1 (stereo not drawn) | / | ? | -11% | / | -11 | -14% | -17% | 0% | /
5 | C[C@H](CO)N1C[C@H](C)[C@@H](CN(C)Cc2ccc(Cl)c(Cl)c2)Oc2c(NS(=O)(=O)c3ccc(F)cc3)cccc2C1=O | 40 | 11µM* | ? | -5% | -24 | ? | -68%[inhibitor] | 28% | -1%
6 | CCOc1ccc(CC(=O)NNC(=S)NCCc2ccccc2)cc1 | -6 | -20% | 1% | -2% | -2 | -1% | -8% | 23% | -4%
7 | CC(C)C(=O)N1CCN(CCN=CC2=C(O)CC(c3ccco3)CC2=O)CC1 (stereo not drawn) | -11&-9 | 19%&0% | 22%&9% | 13%&9% | 6&-8 | 6%&9% | -22%&-3% | -44%&-35%[inhibitor] | -1%&-11%
8 | N#CCSc1nnc2ccc3ccccc3n12 | ? | 59%[activator] | 19% | 2% | 2 | -9% | -5%[57.5 µM] | -20% | 3%
9 | COc1cccc(N2CCN(S(=O)(=O)c3ccc4c(c3)oc(=O)n4C)CC2)c1 | 2 | 10% | ? | -7% | 3 | -5% | i | -7% | -2%
10 | Cc1cc(C)cc(Nc2cc(C(=O)NC3CCCCC3)c3ccccc3n2)c1 | / | 20% | 9% | / | -13 | 3% | ? | -18% | 0%
11 | CC(C)c1ccc(N2C(=O)N(Cc3cccc([N+](=O)[O-])c3)c3ccccc3S2(=O)=O)cc1 | / | -23% | 6% | / | 6 | 6% | i | 17% | 1%
12 | CC1=C(C(=O)Nc2ccccc2)C(c2ccc(Br)cc2)n2nc(CCCO)nc2N1 (stereo not drawn) | / | 7% | 5% | / | 1 | -9% | -16% | 30% | /
13 | Cc1[nH]n(C(C)(C)C)c(=O)c1Sc1ccc(Cl)cc1 | -29 | ? | ? | -42%[inhibitor] | 6 | 4% | -52%[inhibitor][57.5 µM] | -30%[inhibitor] | -2%
14 | COCCNC(=O)CN1CCC(NC(=O)Nc2ccc(C(F)(F)F)cc2)CC1 | 31 | -11% | -15% | 1% | -6 | 4% | i | 18% | -15%
15 | CN1CC2CCCC3(C1)C(=O)NC1(CCCCC1)N=C23 (stereo not drawn) | -11 | -28% | -12% | -1% | -2 | 13% | i | -1% | -8%
16 | COc1ccc(CC(=O)OCC(=O)N2CCc3ccccc32)cc1OC | -11 | 23% | ? | 0%[1.84 µM] | -19 | 11% | i | 6% | -5%
17 | Cc1cc(Br)ccc1SCC(=O)OCC(=O)NC1CC1 | 6 | 1% | ? | 9% | 1 | 2% | i | 27% | 8%
18 | COc1ccc(NC(=O)c2ccccn2)cc1OC | 11 | 14% | -1% | 11% | 4 | 4% | -17% | 6% | -2%
19 | Cc1onc(-c2ccccc2)c1C(=O)Nc1sc2c(c1C(N)=O)CCC2 | ? | -31% | ? | 2% | 0 | -22% | -4%[57.5 µM] | 20% | 2%
20 | O=Cc1ccc(O)cc1O | -25 | 2% | 0% | 6% | 18 | 0% | -8% | 24% | -2%
21 | CC(=O)N1c2ccc(S(=O)(=O)NCCc3ccc(S(N)(=O)=O)cc3)cc2CC1C (stereo not drawn) | -1 | 24% | 8% | -3% | 3 | 0% | i | -4% | 1%
22 | O=C1CC2(CCCC2)C(=O)N1CN1CCN(S(=O)(=O)c2cc(F)ccc2F)CC1 | -4 | 3% | 0% | -9% | -4 | -14% | -5% | 15% | -5%
23 | CC1(C)SC(C)(C)N(C=O)C1C(=O)O (stereo not drawn) | -7 | -8% | 27% | -8% | -1 | -12% | -29% | 12% | -5%
24 | Cc1ccc(CN(Cc2ccccn2)C(=O)Nc2c(F)cccc2F)cc1 | -8 | -23% | 14% | 11% | 0 | -2% | i | 2% | 12%
25 | CC(c1ccccc1)n1cnc2ccccc21 (stereo not drawn) | ? | -30% | 6% | -6% | 0 | 23% | -9% | -5% | -3%
26 | Cc1ccc(Oc2ccc(C(=O)NCc3ccncc3)cc2)cc1 | 15 | ? | 21µM* | -4% | -5 | -10% | -34%[inhibitor] | -20% | 5%
27 | Cc1ccc(C(=O)COC(=O)C(C)N2C(=O)C3C4C=CC(C4)C3C2=O)cc1C (stereo not drawn) | -6 | -27% | 2% | 1% | 1 | -3% | -7% | 3% | 27%
28 | CCc1cccc(C)c1NC(=O)CN1C(=O)c2ccccc2S1(=O)=O | -22 | 14% | 0% | 3% | -3 | 0% | -8% | 4% | -6%
29 | Cc1ccc(NC(=O)c2cc(-n3cnnc3)ccc2Cl)c(C)c1 | -20 | 14% | 12% | -17% | -6 | -8% | -1% | -10% | 23%
30 | CCOC(=O)c1c(NC(=O)COC(=O)c2ncc(Cl)c(Cl)c2Cl)sc(C(=O)N(C)C)c1C | 0 | 1% | 21% | -7% | -12 | 11% | 0% | -10% | 4%

5 entries picked at random from the list so far:
cpd | SMILES | D3 antag | GLP1R inv ag | KB-V1 cytotox | aSyn yeast inh | DRD3 agonist | GLP1R cytotox | PTHR1 agonist | TDP43 rescue | GLP-1R agonist
6 | CCOc1ccc(CC(=O)NNC(=S)NCCc2ccccc2)cc1 | -6 | -20% | 1% | -2% | -2 | -1% | -8% | 23% | -4%
9 | COc1cccc(N2CCN(S(=O)(=O)c3ccc4c(c3)oc(=O)n4C)CC2)c1 | 2 | 10% | ? | -7% | 3 | -5% | i | -7% | -2%
10 | Cc1cc(C)cc(Nc2cc(C(=O)NC3CCCCC3)c3ccccc3n2)c1 | / | 20% | 9% | / | -13 | 3% | ? | -18% | 0%
22 | O=C1CC2(CCCC2)C(=O)N1CN1CCN(S(=O)(=O)c2cc(F)ccc2F)CC1 | -4 | 3% | 0% | -9% | -4 | -14% | -5% | 15% | -5%
16 | COc1ccc(CC(=O)OCC(=O)N2CCc3ccccc32)cc1OC | -11 | 23% | ? | 0%[1.84 µM] | -19 | 11% | i | 6% | -5%

Later entries
cpd | SMILES | D3 antag | GLP1R inv ag | KB-V1 cytotox | aSyn yeast inh | DRD3 agonist | GLP1R cytotox | PTHR1 agonist | TDP43 rescue | GLP-1R agonist
31 | Cc1ccc(Cn2cc(CN3CC(N4CCN(CCN(C)C)CC4)CS3(=O)=O)nn2)cc1 (stereo not drawn) | -17 | 17% | -2% | ? | -4 | 2% | i | 11% | -1%
32 | Cc1ccc(Cl)cc1N1CCN(C(=O)c2noc(C)c2[N+](=O)[O-])CC1 | 7 | -32% | 7% | 2% | 5 | -3% | -22% | 13µM* | -3%
33 | CN(CC(=O)N1CCN(c2ccccn2)CC1)S(=O)(=O)c1ccc(Cl)cc1 | 15 | -21% | ? | -4% | 24 | -6% | -3% | -7% | 3%
34 | COc1ccc(C(O)c2ncc(-c3ccc4ccccc4c3)[nH]2)cc1F (stereo not drawn) | 9 | ? | 4% | 4% | -5 | -15% | -39%[inhibitor] | 5% | -7%
35 | O=C(CCSCCc1ccccn1)Nc1ccccc1C(F)(F)F | / | 9% | 8% | / | 15 | 0% | -9% | 14% | /
36 | C=CCNc1nc(NCCN2CCOCC2)nc(OC)n1 | -20 | 11% | 6% | -2% | -10 | 18% | i | 4% | 1%
37 | Cc1ccc(-c2cn(-c3ccccc3)c(=S)[nH]2)cc1C | -21 | -20% | -6% | ? | 7 | 3% | -19% | 16% | 16%
38 | CN1CCN(c2ncnc3c2ncn3[C@H]2CN(Cc3ccc(C(=O)O)cc3)C[C@@H](CO)O2)CC1 | 4 | 23% | -2% | -1% | 1 | 1% | 0% | 17% | -1%
39 | Cc1ccc(N(C)C(=O)N2CCN(S(=O)(=O)c3ccc4ccccc4c3)CC2)cc1 | 12 | 0% | 0% | 0% | 3 | -22% | -28% | -7% | 16%
40 | CCCNC(=O)c1cc(Cl)c(NC(=O)C2=C(C)OCCS2)cc1OC | -3 | -19% | -3% | -5% | 0 | -9% | i | 1% | 23%
41 | CC(=O)c1c(N=CN(C)C)nc(C)nc1-c1ccccc1 | 10 | 35%[activator] | 21% | -3% | -1 | -6% | i | 0% | 2%
42 | Cc1cc(N)nc(C)c1C#N | 12 | 14% | -5% | -5% | 1 | 3% | i | 3% | 1%
43 | Cc1cccc(NC(=O)c2ccc3c(c2)C(=O)N(c2ccccn2)C3=O)c1C | ? | 21% | ? | -6% | 1 | -1% | -23% | -1% | -5%
44 | COc1ccc(C)cc1S(=O)(=O)N1CCC(C(=O)NCCc2ccccc2)CC1 | -3 | -4% | ? | 0% | -2 | -12% | -23% | 25% | -6%
45 | Cc1ccc(NC(=O)C2CCN(S(=O)(=O)c3ccc(Cl)c(C(F)(F)F)c3)CC2)nc1 | -12 | 1% | -5% | 0% | -9 | -2% | -19% | -5% | 13%
46 | COc1ccccc1N1CCN(CC(=O)c2c(C)[nH]c3ccccc23)CC1 | ? | -22% | -9% | 0% | -21 | 2% | i | -26% | -1%
47 | O=[N+]([O-])c1cc(S(=O)(=O)N2CCOCC2)ccc1OCc1ccccc1C(F)(F)F | 26 | -26% | -14% | 0% | -4 | -19% | -12% | 8% | 3%
48 | O=C(CN1C(=O)c2cccc3cccc1c23)Nc1ccccc1C(=O)NCc1ccco1 | ? | -18% | ? | 2% | 0 | 132%[activator] | -49%[inhibitor][57.5 µM] | 3% | 6%

This is a subset; the hit share may differ from the screen's.
